S100A4 MyoIIA: blocks human S100A4 binding to myosin IIA peptide | inhibition, % at 10.7 µM | S100A4/TAMRA-MyoIIA peptide fluorescence polarization | P26447 | 0.14% of 360,000 active;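 active = mean inhibition of at least 70% across replicates, with every replicate also reaching that level; inconclusive = mean inhibition reaches 70% but some replicates fall short; inactive = mean inhibition below 70%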
Target sequence (P26447 whole entry, looked up): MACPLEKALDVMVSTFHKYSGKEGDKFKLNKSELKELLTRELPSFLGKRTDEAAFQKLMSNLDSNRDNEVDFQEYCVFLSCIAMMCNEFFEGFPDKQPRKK
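Compound dosing: one dose per compound; test system: human S100A4 monomer with TAMRA-labelled myosin IIA peptide; probe or stimulus: TAMRA-labelled myosin IIA heavy-chain peptide probe, 5 nM; medium: HEPES buffer with Ca2+, pH 7.2; schedule: 5 min incubation before reading; benchmarks: neutral control DMSO, positive control TFP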
Cneo AK release: causes C. neoformans cell lysis | adenylate kinase release luminescence, 4 h; normalised: neutral wells 0, clomiphene wells 100 | lysis activity, % at 15 µM | 0.2% of 360,000 active | AID 651654;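 active = mean lysis activity across replicates of at least 80%, whatever share of replicates individually reach that level; inactive = mean lysis activity below 80%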
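Assay system: log-phase C. neoformans yeast / Quantity: yeast cell density of 5 × 10^6 cells/mL / Medium: fresh YPD growth medium / Compound: single dose / Timing: static 4 h at 37 °C with compound, 1 h detection / Measured by: adenylate kinase release luminescence / Read-out: lysis from increased AK signal / Benchmarks: Clomiphene as positive lysis control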
SIRT5 block: blocks human SIRT5 desuccinylation of peptide | Q9NXA8 | Purified SirT5, succinyl-peptide AMC, trypsin-coupled fluorescence | inhibition, % at 15 µM | 1.1% of 330,000 active | AID 652115; in the data active = inhibition above about 15%; inconclusive = no clear call, values can overlap the other calls
Target sequence (Q9NXA8 whole entry, looked up): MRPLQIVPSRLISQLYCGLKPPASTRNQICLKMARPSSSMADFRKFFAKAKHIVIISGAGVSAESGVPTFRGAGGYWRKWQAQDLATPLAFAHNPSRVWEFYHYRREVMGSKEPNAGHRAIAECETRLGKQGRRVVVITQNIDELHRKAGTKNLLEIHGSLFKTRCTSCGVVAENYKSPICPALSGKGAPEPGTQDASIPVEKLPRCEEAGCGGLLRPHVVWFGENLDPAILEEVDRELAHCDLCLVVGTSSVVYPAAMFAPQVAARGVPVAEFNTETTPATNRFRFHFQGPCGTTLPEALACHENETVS
Xi reactivation: X-chromosome reactivation activator; AID 743238; XiGFP mouse fibroblasts, % GFP-positive cells imaging, 3 d; cells co-treated with 5-aza-dC sensitizer; scaled so ellipticine positive control = 100%; activation, % at 7.58 µM; 0.055% of 360,000 active;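 active = mean normalized replicate activation at least 10% and every replicate at or above 10%; inconclusive = only one of the two criteria met; inactive = mean below 10% and not all replicates reach 10%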;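 also: 0% = median of on-plate neutral control wells and 100% = ellipticine 6 µM median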
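System: 68-5-11 XiGFP fibroblast line | Buffer or medium: DMEM containing 5-aza-dC | Compound: Single point | Times: Compounds 3 days, fix/stain 15 min at room temperature | Benchmarks: Positive control ellipticine, 6 µM final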
LGR2 antag: inhibitors of bursicon-induced Drosophila LGR2 receptor cAMP signaling. HEK293 LGR2, CRE-luciferase, bursicon-stimulated, 4 h. inhibition, % at 9.99 µM. 0.35% of 380,000 active. AID 720647;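 active = drop in luminescence signal, shown as inhibition above about 50% in the replicate tests, limit read from the data, passing the limit was not always enough; inconclusive = probably only some replicates passing the limit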;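 also: agonist challenge used bursicon conditioned medium at about half maximal strength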
C2C12 statin: suppressors of simvastatin-induced myotoxicity in C2C12 myotubes; ATP luminescence, 48 h; scaled: DMSO 0, geranylgeraniol control 100; rescue of ATP level, % at 7.49 µM; 0.78% of 330,000 active;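 active = mean ATP rescue above about 67%, or every replicate alone reaching that limit, limit read from the data, passing the limit was not always enough; inconclusive = no clear call, values can overlap the other calls; inactive = mean under the limit and some replicate under it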;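 also: myotubes were challenged with 10 µM simvastatin during compound exposure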
PGC1a acetyl inh: modulators of PGC1a acetylation. inhibition, % at 15.6 µM. 0.17% of 350,000 active. U2OS PGC1a acetylation, AlphaScreen anti-acetyl-lysine; with virally co-expressed GCN5 acetyltransferase. AID 651687;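 active = every replicate shows inhibition of at least 40%; inconclusive = mean inhibition at least 40% but some replicate below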;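 also: 0% = neutral control wells and 100% = positive control wells; some results beyond the cut were filed as inactive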
ERAP1 HTS inh: blocks human ERAP1 aminopeptidase activity; Q9NZ08; recombinant ERAP1, Leu-AMC fluorescence, 60 min; inhibition, % at 10.7 µM; 0.15% of 340,000 active; AID 652197;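 active = mean replicate inhibition of at least 30%, or all replicates individually reaching that 30% level; inactive = mean below 30% and not every replicate reaching it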;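 also: 0% = neutral control wells and 100% = L-leucinethiol positive control wells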
Starred values were filed as active, the others as inactive; ? = inconclusive; . = not tested or not shown. These rows are one share of the data (hit frequency here may not be typical).

canonical_smiles	S100A4 MyoIIA	Cneo AK release	SIRT5 block	Xi reactivation	LGR2 antag	C2C12 statin	PGC1a acetyl inh	ERAP1 HTS inh
O=C(NCc1cccnc1)Nc1ccc(Cl)cc1Cl	-3.8	1.5	-2.0	0.3	-0.1	-1.1	2.4	-0.1
COc1ccc(NC(=O)c2ccc(S(=O)(=O)N3CCCCC3)cc2)c(OC)c1	-1.9	15.6	-4.3	-0.1	27.7	-5.7	.	0.3
COc1ccc(NC(=O)N[C@H]2CC[C@H](CCNS(=O)(=O)c3cccc(Cl)c3)O[C@@H]2CO)cc1	?	2.0	1.0	0.7	-5.0	-3.8	-2.4	0.0
CC(C)NC(=O)Nc1cccc2c1O[C@H](CN(C)C(=O)Nc1ccc(F)cc1)[C@H](C)CN([C@@H](C)CO)C2=O	0.4	-1.3	5.4	-0.4	-0.6	5.2	-3.0	-1.7
Cc1ccc(S(=O)(=O)Nc2ccc3c(c2)C(=O)N([C@@H](C)CO)C[C@H](C)[C@@H](CN(C)Cc2ccc(C(=O)O)cc2)OCCCC[C@H](C)O3)cc1	1.7	31.0	-3.1	0.5	-24.4	.	-6.3	1.0
COc1ccc(/C=N/N=C2/SCC(=O)N2Cc2ccccc2)cc1	-5.0	.	0.3	0.0	-68.0	.	-8.7	.
COc1cc(/C=N/O)ccc1OCc1ccccc1Cl	-1.3	-7.3	0.7	0.0	-97.7	17.7	2.5	-0.9
CCC(CO)Nc1ccn2nc(-c3cccs3)cc2n1 (centres undefined)	-2.9	-1.2	-4.5	-0.1	-68.4	3.9	.	-0.5
CO[C@@H]1CN(C)C(=O)c2cc(NC(=O)c3ccno3)ccc2OC[C@H](C)N(S(C)(=O)=O)C[C@@H]1C	-12.4	.	.	0.1	-5.2	.	0.7	-1.0
CCn1c(C)cc(/C=C2\NC(=O)N(CC(=O)Nc3ccc(F)cc3)C2=O)c1C	11.4	.	-7.2	0.0	17.8	.	-3.4	19.7

canonical_smiles	S100A4 MyoIIA	Cneo AK release	SIRT5 block	Xi reactivation	LGR2 antag	C2C12 statin	PGC1a acetyl inh	ERAP1 HTS inh
CO[C@@H]1CN(C)C(=O)c2ccc(NC(=O)Nc3ccccc3Cl)cc2OC[C@@H](C)NC[C@@H]1C	-7.6	.	.	0.0	2.5	.	-16.4	1.1
Cc1ccc(C(=O)NCC(=O)N2CCC(Cc3ccccc3)CC2)cc1	-7.6	-0.5	-4.0	0.3	2.1	-4.1	13.0	-3.4
O=C1/C(=C/c2cccnc2)SC(=S)N1N1CCOCC1	-1.7	.	-1.7	-0.1	10.5	.	-4.7	.
C[C@@H]1CN([C@@H](C)CO)C(=O)c2cccc(NC(=O)c3ccncc3)c2O[C@@H]1CN(C)Cc1ccc2c(c1)OCO2	20.7	-4.5	-3.3	0.2	-13.5	15.9	-49.7	-2.1
COc1ccc(CN(C)C[C@H]2Oc3ccc(NC(=O)C4CC4)cc3CC(=O)N([C@@H](C)CO)C[C@@H]2C)cc1	10.1	0.5	-1.9	-0.6	-7.7	-9.7	4.8	4.7
Cc1cccc(CN2CCN(C(=O)CCc3nnc(C4CCCCC4)o3)CC2)c1	3.5	0.4	-0.4	-0.1	-0.6	-8.6	-5.5	-4.0
CN(C)C(=O)CN1C(=O)NC(c2ccccc2)(c2ccccc2)C1=O	2.0	-1.8	-0.2	0.0	7.0	9.6	-5.0	-3.1
CCc1nc2ccc(C(=O)NCCOc3ccc(OC)cc3)cn2c1N(C)C(=O)C1CCCCC1	11.7	2.0	2.6	3.0	-1.0	3.8	.	-1.5
Cc1cccc(CN(C)C[C@@H]2OCc3cnnn3CCCC(=O)N([C@@H](C)CO)C[C@@H]2C)c1	5.2	13.3	-2.3	0.2	-10.4	0.8	4.6	3.2
O=C(NCC(=O)N(c1cccnc1)C(C(=O)NC1CCCC1)c1cccs1)c1ccco1 (centres undefined)	-3.0	.	4.5	0.0	-15.2	.	-12.9	-3.0

canonical_smiles	S100A4 MyoIIA	Cneo AK release	SIRT5 block	Xi reactivation	LGR2 antag	C2C12 statin	PGC1a acetyl inh	ERAP1 HTS inh
CC(Sc1ncccn1)C(=O)Nc1ccc2c(c1)OCO2 (centres undefined)	5.6	-1.5	-2.0	0.1	-3.2	0.2	3.8	2.3
CCN(CC(=O)NCc1ccc(F)cc1)C(=O)Cc1ccc(OC)cc1	-1.5	-3.1	0.2	0.3	8.5	-5.5	.	4.3
CC(C)C[C@@H]1NC(=O)N(CCCn2ccnc2)C1=O	-5.2	4.6	0.3	0.0	-1.3	-30.0	0.9	2.7
CCOc1ccc(CCNC(=O)CCc2nnc3ccc(N4CCOCC4)nn23)cc1	-2.3	0.6	.	0.0	-7.9	-1.1	-2.2	.
Cc1cc(C)c(C#N)c(N2CCSCC2)n1	.	-3.0	.	.	3.8	0.0	-11.0	.
CC1C/C(=N/NC(=O)c2ccc(CSc3nc4ccccc4[nH]3)cc2)CC(C)(C)C1 (centres undefined)	-4.8	-9.7	-2.4	0.0	-3.4	5.6	-0.2	0.7
O=C(N/N=C/C(Br)=C/c1ccccc1)c1cnccn1	-4.3	.	0.5	0.0	-44.3	28.0	.	.
O=C(Cc1c(F)cccc1Cl)NCCN1CCOCC1	-5.2	2.1	1.2	-0.1	-13.5	4.2	.	1.6
Cc1cc(S(=O)(=O)N2CCCC(N(C)CCc3ccccn3)C2)c(C)s1 (centres undefined)	-1.1	-8.0	10.7	0.1	-3.5	7.2	.	-3.1
CN(C)C(=O)Cn1c(SCC(=O)NCc2ccc3c(c2)OCO3)nc2ccccc21	.	0.2	.	.	4.8	8.6	4.5	.

canonical_smiles	S100A4 MyoIIA	Cneo AK release	SIRT5 block	Xi reactivation	LGR2 antag	C2C12 statin	PGC1a acetyl inh	ERAP1 HTS inh
CCOc1ccc(S(=O)(=O)NCc2cccnc2)cc1	-2.1	4.3	0.5	0.0	10.3	-9.0	2.2	3.0
C[C@H]1CN([C@@H](C)CO)C(=O)c2cccc(NC(=O)c3nc4ccccc4s3)c2O[C@H]1CN(C)C(=O)Nc1ccc(C(F)(F)F)cc1	36.7	-1.8	1.1	-1.0	-12.6	-166.2	2.9	-0.9
COC(=O)c1cnc(Oc2ccc(NC(=O)NC(=O)c3c(F)cccc3Cl)cc2)cc1C(F)(F)F	0.8	.	4.7	0.3	-1.3	-16.5	-3.9	.
Cc1cc(S(=O)(=O)Nc2ccc3ccccc3c2)c(C)s1	-15.6	-1.5	0.2	.	18.7	-19.0	-58.3	-0.4
CCCC(=O)Nc1ccccc1NC(=O)c1ccc(OC(C)=O)cc1	-2.1	-2.9	-1.4	0.4	-18.2	0.5	-3.4	-5.6
CCOCCOc1cccc(C(=O)NC(c2ccccc2)c2ccccc2)c1	-2.1	-3.3	-0.1	0.0	-1.9	-15.5	-1.5	3.2
C[C@@H]1CN([C@H](C)CO)S(=O)(=O)c2ccc(/C=C/c3ccccc3)cc2O[C@@H]1CN(C)C(=O)CN1CCOCC1	9.1	0.3	0.1	-1.4	11.2	8.7	-25.4	.
Cc1noc(C)c1NC(=O)Nc1ccc2c(c1)CC(=O)N([C@@H](C)CO)C[C@@H](C)[C@@H](CN(C)Cc1ccc3c(c1)OCO3)O2	11.4	5.3	-4.8	-0.4	-26.3	25.4	9.3	0.9
COC(=O)c1ccccc1NC(=O)c1cnc2sccn2c1=O	.	-0.5	.	.	-9.9	7.8	3.6	.
Cc1ccc(S(=O)(=O)Nc2ccc3c(c2)C(=O)N([C@H](C)CO)C[C@@H](C)[C@H](CN(C)S(=O)(=O)c2ccc(F)cc2)O3)cc1	10.0	.	-0.2	0.2	0.2	-3.3	-15.8	-0.9

canonical_smiles	S100A4 MyoIIA	Cneo AK release	SIRT5 block	Xi reactivation	LGR2 antag	C2C12 statin	PGC1a acetyl inh	ERAP1 HTS inh
CCCCNC(=O)c1onc(CSc2cccc(OC)c2)c1C(=O)NCCCC	12.9	-0.7	.	0.1	-2.5	9.8	-12.2	-1.7
CCCC(=O)Nc1ccc2c(c1)OC[C@H](C)N(CCC)C[C@H](C)[C@@H](OC)CN(C)C2=O	.	-4.0	.	0.2	4.5	-2.3	-0.2	.
O=C(COC(=O)c1cccc(-n2cnnn2)c1)Nc1c(Cl)cccc1C(F)(F)F	-3.7	-0.8	-0.4	0.3	-8.1	.	-0.9	1.6
CCNC(=O)c1ccc(NS(=O)(=O)c2ccc3[nH]c(=O)[nH]c3c2)cc1	-1.8	1.1	1.6	0.2	7.8	.	.	-4.5
O=C(N/N=C/c1ccc(N2CCCCC2)o1)c1ccccc1[N+](=O)[O-]	3.8	-3.7	-3.9	0.0	14.9	.	-2.6	3.2
CCCNC(=O)C1(C)CCCN(C(=O)c2ccc3sccc3c2)C1 (centres undefined)	3.8	0.7	.	0.1	2.2	5.0	7.3	-1.1
Cc1ccc(S(=O)(=O)N(C)C[C@@H]2Oc3ccc(NC(=O)CCCN(C)C)cc3C(=O)N([C@H](C)CO)C[C@H]2C)cc1	-16.4	-0.8	-2.1	-1.3	2.1	-5.2	3.4	-1.5
C[C@H](CO)N1C[C@H](C)[C@H](CN(C)Cc2ccc(C(=O)Nc3ccccc3N)cc2)Oc2ccc(N(C)C)cc2C1=O	-10.1	-1.8	-1.2	-0.7	-17.9	83.4*	-34.3	10.0
Cc1ccc(S(=O)(=O)Nc2ccc3c(c2)C(=O)N([C@H](C)CO)C[C@H](C)[C@@H](CN(C)S(C)(=O)=O)OCCCC[C@H](C)O3)cc1	-4.7	-1.5	1.8	0.3	1.9	.	4.2	1.5
O=C(CCCC1=NS(=O)(=O)c2ccccc2N1)N1CCN(c2ccc(Cl)cc2)CC1	-7.5	-0.6	.	0.0	-23.5	11.8	3.1	.

canonical_smiles	S100A4 MyoIIA	Cneo AK release	SIRT5 block	Xi reactivation	LGR2 antag	C2C12 statin	PGC1a acetyl inh	ERAP1 HTS inh
CCOC(=O)N1C2c3ccccc3C(c3ccccc32)N1C(=O)OCC	3.4	0.0	-1.2	0.2	-0.6	-4.0	-4.8	0.1
C[C@@H]1CN([C@H](C)CO)C(=O)c2cccc(NS(=O)(=O)c3ccccc3)c2O[C@@H]1CN(C)Cc1ccc(Oc2ccccc2)cc1	2.6	2.7	4.6	0.0	-15.9	34.5	-8.0	0.4
CC(=O)N1CCc2cc(S(=O)(=O)Nc3ccccc3N3CCN(C)CC3)ccc21	-1.5	-0.1	0.3	0.0	-31.0	-1.8	3.2	2.9
CN(C)CCN(C(=O)c1ccc(S(=O)(=O)N(C)c2ccccc2)cc1)c1nc2cc3c(cc2s1)OCO3	3.3	0.1	0.1	0.2	-16.7	.	0.2	4.2
COc1ccc(C(=O)NC2CC2)cc1OC1CCN(Cc2ccccc2)CC1	-3.8	0.6	-5.6	0.1	-8.9	12.5	-2.1	-5.9
Oc1ccc(Cl)cc1CNCC1CCCCC1	-0.6	1.6	.	-0.1	-21.1	-8.8	-2.1	.
O=C(Nc1ccccc1C(=O)Nc1ccc(F)cc1)c1ccco1	0.3	0.3	-2.0	0.0	-18.1	-7.8	.	1.8
N#C[C@H]1[C@@H](c2ccccc2C2=CCCC2)[C@H](CO)N1C(=O)NC1CCCCC1	-1.0	.	0.2	0.0	3.6	.	.	-0.8
